MOR-DOR inv ag: mu-delta opioid heterodimer inverse agonism | inhibition, % at 9.3 µM | AID 504357 | cell-based MOR-DOR heterodimer luminescence | 0.21% of 340,000 active; in the data active = inhibition above about 22%, passing the limit was not always enough;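 note: 0% = cells with DMSO and 100% = wells without cells with DMSO; values of inactives mirror those of a sister screen read the other way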
cardiac RTF act: cardiac RTF calcium sensitization; P19429+P45379; IANBD-labeled TnC RTF fluorescence at EC20 calcium; 0% EC20 calcium, 100% full calcium; activation, % at 7.2 µM; 0.24% of 340,000 active;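 active = activation above the mean over all tested compounds plus 3 SD, cut at about 30% in these data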;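 note: rise in fluorescence read as greater calcium sensitivity of cardiac thin filaments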
Wnt bcat act: activates Wnt/beta-catenin signaling in a reporter cell assay | activator, plate reader | activation, % at 9.35 µM | 1.2% of 300,000 active | AID 743398; in the data active = activation above about 30%, passing the limit was not always enough;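 note: 0% = neutral control wells and 100% = positive control wells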
RTF Ca sens inh: cardiac RTF calcium desensitization; P19429+P45379; inhibition, % at 7.15 µM; 0.12% of 340,000 active; AID 493244; IANBD-labeled cardiac RTF, Ca2+ fluorescence;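 active = inhibition above the mean inhibition of all tested compounds plus 3 SD, cut at about 17% in these data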;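 note: assay run at fixed EC70 calcium of 1.6 mM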
Arr AP2 block: inhibitors of human beta-arrestin and AP2 interaction; FITC-arrestin peptide / GST-AP2 beads, flow cytometry; AP2 beta2 appendage carries R879A mutation; inhibition, % at 10 µM; 0.31% of 340,000 active; AID 504490;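 active = inhibition above a set limit, near 3 SD of compounds lacking own fluorescence, cut at about 54% in these data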;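 note: plate controls were DMSO wells for no effect and 5 µM unlabelled arrestin peptide for full effect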
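System: GST-tagged AP2 beta2-adaptin appendage (R879A) on 4 µm glutathione beads / Reagent: FITC-arrestin peptide, 50 nM / Detection: HyperCyt-sampled flow cytometry, FL1 channel, ex 488/em 535 nm / Timing: 12 min plus 1 h, RT / Buffer or medium: PBS plus Tween 20 (0.05%) and BSA (0.1%)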
Keap1 Nrf2 FP: disrupts human Keap1 binding to Nrf2 peptide; Q14145; Keap1 Kelch-Nrf2 peptide fluorescence polarization, 1536-well; inhibition, % at 9.4 µM; 0.15% of 340,000 active; AID 504523; in the data active = inhibition above about 12%;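 note: human Keap1 Kelch domain with fluorescein labeled Nrf2 9mer peptide probe; 0% = neutral control wells and 100% = peptide positive control; higher means more block of Keap1 binding to Nrf2 peptide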
DSG3 Ab inh: blocks pemphigus antibody binding to human desmoglein-3; P32926; DSG3-coupled beads, scFv-anti-DSG3-GFP binding, flow cytometry; active compounds read low; binding (percent of control), % at 10 µM; 0.48% of 310,000 active; AID 588358;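 active = binding more than 3 SD below its plate's average and above zero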;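 note: hits lower antibody fragment binding to DSG3; some compounds called inactive have numbers as strong as hits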
Target sequence (P32926 whole entry, looked up, the tested form may be a part): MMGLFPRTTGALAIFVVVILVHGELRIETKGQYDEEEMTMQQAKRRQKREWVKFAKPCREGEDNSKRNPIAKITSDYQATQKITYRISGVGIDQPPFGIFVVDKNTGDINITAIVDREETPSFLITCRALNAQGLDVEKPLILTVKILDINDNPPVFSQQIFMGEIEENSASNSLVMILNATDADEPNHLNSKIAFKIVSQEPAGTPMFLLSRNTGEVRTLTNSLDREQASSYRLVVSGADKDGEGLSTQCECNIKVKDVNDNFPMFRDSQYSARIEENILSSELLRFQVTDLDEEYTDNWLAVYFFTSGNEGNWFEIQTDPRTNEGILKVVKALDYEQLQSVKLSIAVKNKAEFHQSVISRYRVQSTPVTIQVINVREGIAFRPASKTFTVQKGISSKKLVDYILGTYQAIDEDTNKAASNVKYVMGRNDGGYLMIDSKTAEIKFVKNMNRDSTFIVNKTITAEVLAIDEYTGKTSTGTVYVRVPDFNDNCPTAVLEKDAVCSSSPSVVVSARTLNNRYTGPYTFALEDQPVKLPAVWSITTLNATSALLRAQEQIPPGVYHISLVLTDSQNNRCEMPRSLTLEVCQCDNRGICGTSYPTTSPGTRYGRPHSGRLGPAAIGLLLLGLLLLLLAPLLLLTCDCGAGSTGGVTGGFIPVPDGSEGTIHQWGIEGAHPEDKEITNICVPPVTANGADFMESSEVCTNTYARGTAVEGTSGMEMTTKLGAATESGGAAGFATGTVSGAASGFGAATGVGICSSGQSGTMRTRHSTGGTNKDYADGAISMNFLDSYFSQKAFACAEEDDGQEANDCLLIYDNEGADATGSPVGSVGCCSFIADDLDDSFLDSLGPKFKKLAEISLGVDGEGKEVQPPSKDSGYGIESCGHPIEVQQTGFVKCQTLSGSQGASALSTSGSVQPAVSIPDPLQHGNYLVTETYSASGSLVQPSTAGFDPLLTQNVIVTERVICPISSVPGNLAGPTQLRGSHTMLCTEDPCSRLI
C-LANA FP: KSHV C-LANA DNA binding inhibition; MBP-C-LANA/FAM-LBS DNA binding, fluorescence polarization; 0.078% of 340,000 active; inhibition, % at 9 µM;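 active = highest replicate inhibition at or above 60% at 9 µM, even if other replicates fall short; inactive = all replicates below 60% inhibition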;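 note: 0% = neutral control wells and 100% = 4 µM acridine orange control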
MOR-DOR ag: OPRM1-OPRD1 heterodimerization agonism; P35372+P41143; cells, luminescence; activation, % at 9.3 µM; 0.3% of 340,000 active; in the data active = activation above about 18%;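 note: 0% = vehicle-treated cells and 100% = reference agonist; values of inactives mirror those of a sister screen read the other way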
V-ATPase pH: regulators of yeast V-ATPase proton transport; S. cerevisiae, pHLuorin cytosolic pH fluorescence; response, % at 10 µM; 0.37% of 350,000 active; AID 504577; in the data active = response mostly above about 7.3%, no sharp cut-off; inactive = mostly below about 5.4%; note: actives read high; inactives centre near 0; some compounds called inactive have numbers as strong as hits; reference of the scale not given here
An asterisk follows results filed as active; / = not tested or not shown.

SMILES	MOR-DOR inv ag	cardiac RTF act	Wnt bcat act	RTF Ca sens inh	Arr AP2 block	Keap1 Nrf2 FP	DSG3 Ab inh	C-LANA FP	MOR-DOR ag	V-ATPase pH
O=C(c1ccco1)N1CCN(c2c([N+](=O)[O-])nn(-c3ccc(Cl)cc3)[n+]2[O-])CC1	0	-4	24	7	23	-3	93	-0.3	-0.1	-1
CCOC(=O)Nc1ccc2c(c1)N(C(=O)CCN1CCN(CCO)CC1)c1ccccc1CC2	6	0	/	3	-10	0	96	1.7	-1.1	1
CC(=O)Nc1cccn(Cc2c(Cl)cccc2Cl)c1=O	1	-1	5	-11	-10	2	102	0.9	-0.3	0
COc1ccccc1CNC(=O)COC(=O)CNS(=O)(=O)c1ccc(NC(C)=O)cc1	15	-6	1	-3	1	-3	98	-0.3	-3.8	-3
Cc1cc[n+]2cc(-c3cccc([N+](=O)[O-])c3)c(-c3cccc([N+](=O)[O-])c3)cc2c1	14	-2	-4	-3	-13	-2	117	-3.7	-2.6	3
CCC(C)NC(=O)c1ccc(NC(=O)CC2SC(N3CCCCC3)=NC2=O)cc1 (stereo not drawn)	9	1	1	0	27	-2	92	-0.3	-2.2	1
NNC(=O)C1=NOC2COC3(CCN(c4ncccn4)CC3)OCC12 (stereo not drawn)	/	/	0	/	-3	2	104	0.1	/	0
CC1CN(C(=S)Nc2ccc(Cl)cc2)CC(C)O1 (stereo not drawn)	3	0	1	-5	1	2	96	0.3	-0.7	2
O=c1[nH]c(NCCO)nc2ncn(Cc3ccccc3)c12	17	-5	-2	4	36	2	92	0.1	-3.2	6
COC(=O)c1ccc(S(=O)(=O)c2ccccc2)c(N)c1	14	-4	0	-7	2	-1	95	3.1	-2.3	-3
Cc1ccc(-c2cc(C(F)(F)F)n3ncc(C(=O)N4CCCc5ccccc54)c3n2)cc1	18	0	0	0	-6	-5	113	-0.8	-3.9	-2
CC1CC(N(C(=O)c2ccco2)c2ccccc2)c2ccccc2N1 (stereo not drawn)	12	5	-8	-10	5	-5	/	1.4	-2.3	6
Cc1ccccc1NC(=O)CSc1cn[nH]n1	-12	1	-3	-2	-1	1	122	1.4	1.4	-2
OC(CN1CCCCC1)CN1CCCCC1	-6	3	-5	9	18	0	99	-1.0	1.0	3
Brc1nc(Br)n(Cc2ccccc2)n1	15	-5	-2	-2	-18	5	100	0.5	-2.8	-1
COCc1cc(C)nc2sc(C(=O)N3CCCC3)c(N)c12	22	4	-2	-3	3	-2	100	-0.6	-4.4	2
COc1cccc(NC(=O)COc2ncnc3sc(C)c(C)c23)c1	6	5	/	-5	7	-3	97	0.7	-1.2	4
Cc1cccc(C(C)C)c1-n1nnnc1-c1ccccc1	-30	8	-1	3	-5	5	101	-0.5	4.8	1
O=C(CN1C(=O)C2C3C=CC(C3)C2C1=O)NCCN1CCCc2ccccc21 (stereo not drawn)	12	2	/	-1	4	-2	/	5.1	-2.4	-3
CCc1nnc(N/N=C/c2cccs2)n1N	-18	3	/	7	19	0	103	1.2	3.4	0
CCN1CCN(CCC(=O)Nc2ccc(Br)c(C)c2)CC1	0	10	0	-6	15	-5	115	0.9	0.0	3
O=C1CCCc2c1nc(-c1cccc(Cl)c1)n2O	15	5	/	-3	-10	-3	106	3.7	-2.5	-1
CC(C)CC(=O)N1CCC(O)(CS(=O)(=O)Cc2ccccc2Cl)CC1	13	0	-6	-4	8	-3	102	0.2	-2.7	1
Cc1cc(SCc2c(F)cccc2Cl)nc(=O)[nH]1	12	2	0	0	-2	-2	103	2.1	-2.2	-1
O=C(/C=C/Nc1ccc(F)cc1)c1ccc(Br)cc1	-4	-2	61*	-4	7	-2	86	0.5	0.7	-3
Cc1ccc2nc(SCC(=O)Nc3cc(C)on3)[nH]c2c1	11	-1	-3	-2	-6	-2	103	-1.0	-1.9	-1
CCCS(=O)(=O)N1CCn2c(nc3ccccc32)C1	/	1	-1	-4	-1	3	103	3.3	/	2
COc1ccc(NC(=O)c2cccc3c2C(=O)N(C2CCCCC2)C3)cc1	-16	-3	-3	-6	15	0	/	0.9	3.0	0
COc1ccn(C2CCCCO2)c(=O)n1 (stereo not drawn)	21	-3	0	4	-4	-2	95	0.1	-4.7	-1
O=C(O)C1CCCCC1C(=O)Nc1cccc(Br)c1 (stereo not drawn)	2	-13	2	-7	8	-2	88	19	-0.3	-7

Arranged by length of the SMILES (high to low): part of the list above.
SMILES	MOR-DOR inv ag	cardiac RTF act	Wnt bcat act	RTF Ca sens inh	Arr AP2 block	Keap1 Nrf2 FP	DSG3 Ab inh	C-LANA FP	MOR-DOR ag	V-ATPase pH
O=C(CN1C(=O)C2C3C=CC(C3)C2C1=O)NCCN1CCCc2ccccc21 (stereo not drawn)	12	2	/	-1	4	-2	/	5.1	-2.4	-3
CCN1CCN(CCC(=O)Nc2ccc(Br)c(C)c2)CC1	0	10	0	-6	15	-5	115	0.9	0.0	3
O=C(/C=C/Nc1ccc(F)cc1)c1ccc(Br)cc1	-4	-2	61*	-4	7	-2	86	0.5	0.7	-3

Twelve neighbouring entries from above, for reference:
SMILES	MOR-DOR inv ag	cardiac RTF act	Wnt bcat act	RTF Ca sens inh	Arr AP2 block	Keap1 Nrf2 FP	DSG3 Ab inh	C-LANA FP	MOR-DOR ag	V-ATPase pH
OC(CN1CCCCC1)CN1CCCCC1	-6	3	-5	9	18	0	99	-1.0	1.0	3
Brc1nc(Br)n(Cc2ccccc2)n1	15	-5	-2	-2	-18	5	100	0.5	-2.8	-1
COCc1cc(C)nc2sc(C(=O)N3CCCC3)c(N)c12	22	4	-2	-3	3	-2	100	-0.6	-4.4	2
COc1cccc(NC(=O)COc2ncnc3sc(C)c(C)c23)c1	6	5	/	-5	7	-3	97	0.7	-1.2	4
Cc1cccc(C(C)C)c1-n1nnnc1-c1ccccc1	-30	8	-1	3	-5	5	101	-0.5	4.8	1
O=C(CN1C(=O)C2C3C=CC(C3)C2C1=O)NCCN1CCCc2ccccc21 (stereo not drawn)	12	2	/	-1	4	-2	/	5.1	-2.4	-3
CCc1nnc(N/N=C/c2cccs2)n1N	-18	3	/	7	19	0	103	1.2	3.4	0
CCN1CCN(CCC(=O)Nc2ccc(Br)c(C)c2)CC1	0	10	0	-6	15	-5	115	0.9	0.0	3
O=C1CCCc2c1nc(-c1cccc(Cl)c1)n2O	15	5	/	-3	-10	-3	106	3.7	-2.5	-1
CC(C)CC(=O)N1CCC(O)(CS(=O)(=O)Cc2ccccc2Cl)CC1	13	0	-6	-4	8	-3	102	0.2	-2.7	1
Cc1cc(SCc2c(F)cccc2Cl)nc(=O)[nH]1	12	2	0	0	-2	-2	103	2.1	-2.2	-1
O=C(/C=C/Nc1ccc(F)cc1)c1ccc(Br)cc1	-4	-2	61*	-4	7	-2	86	0.5	0.7	-3

Next compounds
SMILES	MOR-DOR inv ag	cardiac RTF act	Wnt bcat act	RTF Ca sens inh	Arr AP2 block	Keap1 Nrf2 FP	DSG3 Ab inh	C-LANA FP	MOR-DOR ag	V-ATPase pH
CC(=O)c1c(C)[nH]c(C(=O)OCC(=O)NCC(C)C)c1C	11	5	11	-7	-13	4	/	-0.2	-2.4	-1
CC(C)c1ccc(/C=C/C(=O)n2nnc3ccccc32)cc1	3	3	2	7	20	1	101	0.5	-0.6	1
CS(=O)(=O)N(CC(=O)N1CCN(Cc2ccccc2)CC1)c1cccc(Cl)c1	11	9	0	-11	-6	2	102	-0.6	-2.5	1
Cc1ccc2nc(NC(=O)CS(=O)(=O)Cc3ccccc3)sc2c1	-15	-6	40*	5	0	3	90	0.3	2.8	-1
COc1ccc(CN(CC(=O)NCc2ccc(F)cc2)C(=O)CCC(=O)Nc2nccs2)cc1	3	1	-1	4	-1	1	/	1.8	-0.4	1
COC(=O)[C@]1(Cc2ccccc2)N[C@H](CN(C)S(=O)(=O)c2ccc(C(F)(F)F)cc2)[C@@H]2C(=O)N(Cc3ccccc3)C(=O)[C@@H]21	2	-4	-2	2	2	-1	103	0.9	-0.3	-2
Cc1ccc2c(c1)N=C(c1ccc(F)cc1)CO2	-2	-4	/	0	12	-2	99	0.1	0.4	-1
Cn1cc(/C=N\O)nc2c(=O)n(-c3ccccc3)c(=O)nc1-2	6	2	-1	-11	12	4	108	5.4	-1.2	-4
Cc1nonc1C(=O)N/N=C/c1cccc(O)c1	16	2	5	4	-7	-2	112	2.8	-2.9	-3
COc1ccccc1CN(C)C(=O)CSc1nnc(C2CC2)n1C1CC1	17	-3	1	0	9	1	107	0.3	-4.2	-3
Cc1cccc(OCCC(=O)OCc2csc(CC(=O)Nc3ccccc3C)n2)c1	2	3	-1	-10	31	0	/	-0.5	-0.5	0
CCc1[nH]c(C)c(C(C)=O)c1C	8	7	2	-3	5	-8	98	-0.6	-1.4	0
O=C(CCc1nnc2n(Cc3ccc(Cl)cc3)c(=O)c3ccccc3n12)NCCN1CCCC1	14	5	-1	0	-6	-3	/	-0.8	-2.6	1
CC1(C)C(C=C(Cl)Cl)C1C(=O)N(Cc1ccccc1Cl)C1CCS(=O)(=O)C1 (stereo not drawn)	-63	5	-4	-35	-8	-2	109	0.5	12	0
Nc1nc2ccccc2n1/N=C/c1ccc([N+](=O)[O-])s1	-46	-1	/	2	7	5	89	-0.4	6.8	-3
Cc1cc2nc3n(c2cc1C)CC1CC(C(=O)NCc2cccc(Br)c2)N(C)C31 (stereo not drawn)	10	-1	2	-7	-5	-5	117	-0.1	-1.8	4
O=C(COC(=O)CNC(=O)c1ccc(Cl)cc1Cl)NC1CCCCCCC1	-3	-2	-2	-23	35	0	102	1.8	0.5	-1
CCN(CC)c1nc2n(c(=O)n1)CCO2	4	-2	-1	-10	5	-2	100	-0.4	-0.7	-7
Cc1ccc(SCc2cc(=O)[nH]c(N3CCN(Cc4ccccc4)CC3)n2)cc1	16	1	-4	-6	-7	1	113	0.5	-3.7	0
C=CCC(C(=O)OC)(C(=O)OC)c1ccc(C(F)(F)F)cc1[N+](=O)[O-]	-16	3	-2	-6	4	-3	120	-1.2	3.3	-2
Cc1ccc(CN2CCN(CCCn3cccn3)CC2CCO)cc1 (stereo not drawn)	-13	3	-1	9	21	-5	105	-0.5	2.6	-2
Cc1cc(NC(=O)CSCC(=O)Nc2ccccc2Oc2ccccc2)no1	-5	-3	-2	4	25	-3	106	0.8	0.8	-1
COc1ccccc1CNCCS(=O)(=O)NN1CCOCC1	16	4	-1	-2	-14	-3	97	-0.8	-3.3	3
CC(=O)Nc1ccc(N(CC(=O)NC2CCCCC2)C(=O)Cn2nnc(-c3ccccc3)n2)cc1	5	-1	2	1	-4	2	95	-1.3	-0.7	2
O=C(CSc1ncn[nH]1)Nc1nc(-c2ccccc2)cs1	9	2	/	7	6	-4	101	1.9	-1.7	-4
Cc1cccc2sc(NC(=O)CSc3nc4ccccc4o3)nc12	4	0	/	7	-9	-3	/	0.0	-0.9	-5
CN(C)S(=O)(=O)c1cccc(NC(=O)COC(=O)CCC(=O)c2cccs2)c1	8	-1	-1	-5	29	-3	112	-0.8	-1.7	-2
COc1ccc(CCNC(=O)C2CCCN2C(=O)NC2CCCCC2)cc1OC (stereo not drawn)	1	3	-2	-7	4	-1	103	2.4	-0.2	0

Assay outcomes: PubChem BioAssay, several laboratories
